# Fam108B inh: blocks mouse Fam108B hydrolase in RBBP9 counter-screen. recombinant Fam108B, FP-Rh probe fluorescence polarization. inhibition, % at 9.51 µM. 0.33% of 300,000 active. AID 1947;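 active = inhibition above the screen mean inhibition plus 3 SD, computed separately per campaign, cut at about 18% in these data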;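 also: inhibitors lower polarization as less probe binds the enzyme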
# PME-1 inh: PME-1 (human) inhibition; inhibition, % at 5.9 µM; Q9Y570; AID 2130; recombinant PME-1, FP-Rh probe fluorescence polarization; 0.53% of 320,000 active;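 active = inhibition above the campaign mean of all compounds plus 3 SD, cut at about 26% in these data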;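 also: competitive labeling of PME-1 active site by serine hydrolase directed probe; 0% = PME-1 with DMSO and 100% = wells lacking PME-1 enzyme; inhibitors block probe labeling so polarization falls and inhibition rises; many of its hits are not listed in these tables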
# VLA-4 inh: inhibition in a human VLA-4 binding assay. AID 2557. P13612. VLA-4 expressing cells, ligand binding flow cytometry. 0.2% of 330,000 active. inhibition, % (about 7 µM as worked out from the volumes in the protocol); in the data active = inhibition above about 50%
# MEX-5 binding: C. elegans MEX-5 TCR-2 RNA binding activity | activity score (negative = inhibition of binding), % at 10 µM | MEX-5/FITC-TCR2 RNA binding, fluorescence polarization; stronger effect = lower value | 0.38% of 300,000 active;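 active = inhibition past about -25% in most replicates, and total fluorescence under double the plate's negative control median, limit read from the data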;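 also: 0% = DMSO and -100% = 5 µM competing unlabeled TCR2 RNA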
# Efflux pump inh: antifungal efflux pump inhibition, Nile Red retention | S. cerevisiae Candida pump triplex | inhibition, % at 10 µM | 0.44% of 330,000 active | AID 485275;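 active = plate passing quality check with inhibition over a set limit, or well fluorescence over plate mean plus 4 SD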;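 also: Nile Red retained in pooled yeast measured as flow cytometry median fluorescence; 0% = buffer negative control and 100% = Enniatin B positive control; higher means more Nile Red kept so more efflux inhibition; some compounds called inactive have numbers as strong as hits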
# GLD-1 TGE inh: GLD-1-TGE RNA interaction inhibition (C. elegans); 0.44% of 320,000 active; AID 2280; inhibition, % at 5.96 µM; purified GLD-1 + fluorescein TGE RNA, fluorescence polarization; Q17339;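 active = percent inhibition above a per-plate cutoff, the plate mean of test compounds plus 3 SD, cut at about 30% in these data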;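 also: 0% = DMSO wells with GLD-1 and probe and 100% = wells lacking GLD-1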
# BCLXL inh: inhibitors of human Bcl-xL. Q07817. GST-Bcl-xL / FITC-Bim BH3 peptide fluorescence polarization. inhibition, % at 10.9 µM. 0.7% of 320,000 active. AID 2129;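 active = inhibition above the mean of all tested compounds plus 3 SD, cutoff set per campaign, cut at about 30% in these data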;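 also: 0% = DMSO wells and 100% = unlabeled Bim-BH3 peptide competitor; inhibitors lower millipolarization by displacing the labeled peptide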
# GRK2 inh: human GRK2 inhibition via aptamer displacement; bead flow cytometry, FAM-aptamer displacement from GRK2; inhibition of aptamer binding, % at 10 µM; 0.59% of 330,000 active; AID 488847;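 active = inhibition of aptamer binding above 40%, roughly 3 SD of noise, on plates passing a quality check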;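 also: median bead fluorescence of bound FAM aptamer so fluorescent compounds give negative values; no value below 0 was filed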
# Target sequence (P25098 whole entry, looked up): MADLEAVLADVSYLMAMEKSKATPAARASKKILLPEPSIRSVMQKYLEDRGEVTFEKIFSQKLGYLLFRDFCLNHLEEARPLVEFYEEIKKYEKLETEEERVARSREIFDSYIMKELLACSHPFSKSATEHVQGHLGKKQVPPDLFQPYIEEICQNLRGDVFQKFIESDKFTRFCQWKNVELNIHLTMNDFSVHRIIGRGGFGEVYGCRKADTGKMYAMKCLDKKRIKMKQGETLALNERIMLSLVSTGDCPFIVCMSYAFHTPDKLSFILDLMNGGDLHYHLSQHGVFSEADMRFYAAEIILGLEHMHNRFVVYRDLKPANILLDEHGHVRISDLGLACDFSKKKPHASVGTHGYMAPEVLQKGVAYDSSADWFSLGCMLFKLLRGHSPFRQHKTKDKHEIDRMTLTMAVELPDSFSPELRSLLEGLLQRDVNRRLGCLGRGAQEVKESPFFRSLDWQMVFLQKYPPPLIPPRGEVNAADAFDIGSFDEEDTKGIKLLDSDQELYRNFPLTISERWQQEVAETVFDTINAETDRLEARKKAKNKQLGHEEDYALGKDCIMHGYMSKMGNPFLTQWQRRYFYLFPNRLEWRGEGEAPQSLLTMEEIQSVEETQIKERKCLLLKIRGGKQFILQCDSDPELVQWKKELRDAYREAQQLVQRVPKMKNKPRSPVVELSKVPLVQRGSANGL
# MCL1-BIM inh: disrupts human MCL1 binding to BIM-BH3 peptide | Q07820 | GST-MCL1 / FITC-Bim-BH3 fluorescence polarization | inhibition, % at 10.9 µM | 0.68% of 320,000 active | AID 2057;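 active = inhibition above the mean inhibition of all tested compounds plus 3 SD, set per campaign, cut at about 40% in these data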;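 also: 0% = DMSO wells and 100% = unlabeled Bim-BH3 peptide control; higher means more loss of mP so more displacement of Bim peptide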
# Target sequence (Q07820 whole entry, looked up): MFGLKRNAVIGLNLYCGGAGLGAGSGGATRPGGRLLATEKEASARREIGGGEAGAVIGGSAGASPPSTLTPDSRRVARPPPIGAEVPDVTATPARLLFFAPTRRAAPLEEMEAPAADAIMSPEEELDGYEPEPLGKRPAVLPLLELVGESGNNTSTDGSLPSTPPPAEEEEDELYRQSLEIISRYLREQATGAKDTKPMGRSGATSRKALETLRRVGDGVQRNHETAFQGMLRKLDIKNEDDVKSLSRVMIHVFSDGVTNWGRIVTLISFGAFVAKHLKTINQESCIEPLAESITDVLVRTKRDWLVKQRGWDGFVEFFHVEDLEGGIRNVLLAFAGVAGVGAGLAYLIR
# * marks the source's active call; other numbers are inactive results; / = no result given.
SMILES,Fam108B inh,PME-1 inh,VLA-4 inh,MEX-5 binding,Efflux pump inh,GLD-1 TGE inh,BCLXL inh,GRK2 inh,MCL1-BIM inh
COc1ccccc1C(=O)NCC(=O)OCC(=O)c1ccc(Cl)s1,0,-4,-2,-1.5,0.1,0,-2,3,-11
COc1ccc(C(=O)N(CCc2ccccc2)Cc2ccccc2)cc1S(=O)(=O)N1CCOCC1,2,2,-9,-1.3,-0.2,2,2,0,-1
C=Cc1cccc(NC(=O)c2ccc(NC(=O)c3ccco3)cc2)c1,-6,-20,-1,-0.9,-0.2,3,9,2,3
COc1ccc(N2CCN(S(=O)(=O)c3cc(C)ccc3OC)CC2)cc1,1,-2,14,-1.1,0.1,10,5,0,3
Cc1cc(C)nc(N/N=C/C(Cl)=C/c2ccccc2)n1,3,1,0,-4.7,0.2,6,-3,0,0
Cc1cccc(OCCn2c(CCCO)nc3ccccc32)c1,1,-1,3,-0.4,0.2,-9,2,0,4
COc1cc(NC(=O)c2ccc(Br)cc2)c(OC)cc1NC(=O)c1ccccc1,1,-4,15,2.2,0.1,6,4,0,8
CCOc1cc(C(=O)Nc2cccnc2)cc(OCC)c1OCC,0,-2,7,1.6,0.0,6,-1,0,-6
O=C(c1ccc(Cl)cc1)C1CCCN(C(=O)c2csnn2)C1 (stereo not drawn),0,2,-7,-1.4,-0.3,1,8,0,13
N#CC1=C(N)Oc2cc(N)ccc2C1c1ccccc1F (stereo not drawn),-1,-11,-24,-4.4,0.1,-9,12,0,14
CCOc1ccccc1NC(=O)COC(=O)CN(C)S(=O)(=O)c1ccc(C)cc1,2,9,17,1.3,-0.1,3,4,0,9
COc1ccc(OCC(=O)NNC(=O)C2CCCO2)cc1 (stereo not drawn),4,3,15,1.4,0.1,-2,6,0,1
CCC(C)c1ccccc1NC(=O)C(C)OC(=O)c1ccco1 (stereo not drawn),2,7,9,2.9,0.0,9,-4,1,-6
Cc1ccc(S(=O)(=O)N2CCC(C(=O)Nc3ccc(S(=O)(=O)N4CCCC4)cc3)CC2)cc1C,-10,-5,16,2.2,-0.1,1,-11,4,-17
O=C(COc1ccc2ccccc2c1Br)Nn1cnnc1,-3,-2,4,-1.0,0.0,6,4,1,2
CCCC[C@H]1COCCS(=O)(=O)N1Cc1ccc(F)cc1,-1,3,14,3.7,-0.2,-3,1,1,1
Cc1ccc(C(=O)N2CCCC(C(=O)c3ccc(Cl)cc3C)C2)cn1 (stereo not drawn),0,5,-11,0.1,-0.2,3,3,2,-1
Nc1nc2c(s1)CCc1ccccc1-2,-2,5,10,-4.2,0.0,-2,4,0,18
CC(=O)Nc1nc2c(s1)CCc1ccccc1-2,3,0,-2,-0.1,0.2,-7,-1,3,-3
COc1ccc2[nH]c(=O)c(CN(C)C(=O)c3cccs3)cc2c1,4,-5,8,-2.8,-0.1,-6,1,4,1
CCSc1nnc(Nc2ccccc2)s1,0,-4,7,1.5,0.1,8,1,0,6
COc1ccc2c(c1)C(SCC(=O)NCCc1ccccc1)CC(C)(C)O2 (stereo not drawn),-2,-5,8,3.0,0.2,2,-1,0,-2
OCC1(Cc2ccccc2Cl)CCN(C/C=C/c2ccccc2)CC1,-3,4,2,/,0.0,3,3,0,-4
Nc1ccc(Cl)cc1C(=O)OCC(=O)NC1CCS(=O)(=O)C1 (stereo not drawn),-1,4,4,1.7,-0.1,-3,5,1,11
CC1Oc2ccccc2N(CC(=O)N2CCCC2)C1=O (stereo not drawn),-2,-6,0,-0.8,-0.3,-2,5,0,1

# Continued, overlapping the part above by three compounds.
SMILES,Fam108B inh,PME-1 inh,VLA-4 inh,MEX-5 binding,Efflux pump inh,GLD-1 TGE inh,BCLXL inh,GRK2 inh,MCL1-BIM inh
OCC1(Cc2ccccc2Cl)CCN(C/C=C/c2ccccc2)CC1,-3,4,2,/,0.0,3,3,0,-4
Nc1ccc(Cl)cc1C(=O)OCC(=O)NC1CCS(=O)(=O)C1 (stereo not drawn),-1,4,4,1.7,-0.1,-3,5,1,11
CC1Oc2ccccc2N(CC(=O)N2CCCC2)C1=O (stereo not drawn),-2,-6,0,-0.8,-0.3,-2,5,0,1
CCOc1ccccc1CNc1ccc(N2CCOCC2)c(C(=O)O)c1,3,0,-4,-3.8,-0.1,3,7,4,11
CS(=O)(=O)c1ccc2nc(NC(=O)CS(=O)(=O)Cc3ccccc3)sc2c1,-1,5,-15,-1.3,0.0,1,4,0,5
O=C(CC1(C(F)(F)F)OCCO1)Nc1ccc2c(c1)OCO2,-3,3,11,0.3,0.2,-1,4,1,-2
COc1ccc2nc(SCC(=O)NC3CCCC3)c(C)cc2c1,4,-6,-13,-2.1,0.1,0,8,1,11
Cc1ccc(OCC(=O)N2CCC(Cc3ccccc3)CC2)c([N+](=O)[O-])n1,/,-2,13,/,0.4,-5,-9,1,-19
Cc1ccc2nc(N/N=C/c3ccccc3C#N)nc(-c3ccccc3)c2c1,0,-10,-6,-0.2,-4.2,-5,-3,0,-1
CCOC(=O)C1=C(C)NC2=C(C(=O)CCC2)C1c1ccc(O)c(OCC)c1 (stereo not drawn),3,2,5,0.0,-0.1,0,6,0,10
COc1ccc(/C=C2\SC(=N)N(c3ccc(F)cc3)C2=O)cc1OC,0,-16,9,-3.2,-0.4,-1,5,3,7
COc1ccc(CNc2cc(C)cc(C)c2)cc1OC,-3,-2,3,0.7,0.0,10,-1,0,-1
Cc1ccc(-c2cnc(NCc3cc4c(cc3[N+](=O)[O-])OCO4)n2C)cc1C,1,3,-6,-0.7,0.3,2,3,0,1
N=c1oc2ccccc2cc1C(=O)NCc1ccccc1,3,-1,8,-3.2,0.4,5,1,1,4
CC1CCc2c(nc3ncnn3c2N2CC(C)OC(C)C2)C1 (stereo not drawn),-1,-2,-12,-2.7,0.1,-2,6,0,4
CC1(C)CC(=O)C(C=Nc2ccccc2)=C(O)C1,4,-2,-1,0.0,0.1,-3,-3,0,-7
Cn1c(CCNC(=O)c2ccco2)nc2cc(NC(=O)C3CCCCC3)ccc21,2,3,8,-3.5,0.1,4,2,3,0
CCCN(CCC)Cc1c(C(=O)N/N=C/C(C)=C\c2ccco2)nnn1-c1nonc1N,-6,-2,12,-0.1,0.0,1,3,1,0
C=CCn1c(=O)c2ccccc2n2c(SCC(=O)/C(C#N)=C(\C)N)nnc12,0,0,-1,-0.8,0.0,-2,2,0,1
CCC(=O)Nc1ccc(NC(=O)c2ccco2)cc1,-3,1,-8,-1.0,-0.1,-2,4,0,6
COc1ccc(S(=O)(=O)N2CCCCC2)cc1NC(=O)CCNC(=O)c1ccc(Br)cc1,3,9,13,1.8,-0.1,2,-4,2,-7
Cc1ccc(N=Nc2c(N)nn(-c3ccccc3)c2N)cc1,4,21,/,0.9,0.0,3,6,5,6
CCC(=O)Nc1nc(-c2ccccc2)nc(SC)c1C(C)=O,-2,1,7,-1.8,-0.1,2,-5,0,-11
CCCc1nnc(NC(=O)c2cc3ccccc3oc2=O)s1,0,3,14,-2.4,-0.1,4,4,4,3
Cc1ccc(S(=O)(=O)NC(=O)N(C)C2CCCCC2)cc1,2,-9,22,-0.5,0.2,3,2,0,7
Cc1ccc(CSc2nnc(NC(=O)C3COc4ccccc4O3)s2)cc1 (stereo not drawn),2,-3,1,-0.3,0.0,10,5,2,8
Cc1cnc(Sc2ncccc2[N+](=O)[O-])nc1,5,0,-37,4.0,-0.2,-1,1,0,4
CSc1ccccc1OCc1cc(C(=O)N(C)Cc2cnccn2)no1,0,3,-15,2.1,0.1,2,2,1,7

# The closing 2 records of the section before come first, to join the parts.
SMILES,Fam108B inh,PME-1 inh,VLA-4 inh,MEX-5 binding,Efflux pump inh,GLD-1 TGE inh,BCLXL inh,GRK2 inh,MCL1-BIM inh
Cc1cnc(Sc2ncccc2[N+](=O)[O-])nc1,5,0,-37,4.0,-0.2,-1,1,0,4
CSc1ccccc1OCc1cc(C(=O)N(C)Cc2cnccn2)no1,0,3,-15,2.1,0.1,2,2,1,7
CN(C)CC(=O)c1c[nH]c2ccccc12,1,-7,-11,3.8,0.1,-1,-3,5,-5
O=C(N/N=C/c1cc(Cl)cc([N+](=O)[O-])c1O)NC12CC3CC(CC(C3)C1)C2,3,8,-1,2.1,-0.2,5,0,3,12
O=c1cc(CN2CCN(Cc3ccccc3)CC2)c2ccc(O)cc2o1,-2,2,-1,1.4,0.2,-4,6,2,4
COC(=O)c1nn(-c2ccc(OC)cc2)c(=O)cc1NN,2,6,-2,2.3,0.1,3,3,0,3
O=C(NC1=NCCS1)C1Cc2ccccc2CN1C(=O)c1ccccc1 (stereo not drawn),0,2,0,1.7,0.0,2,-1,0,5
CCOc1ccc(NC(=O)CCNS(=O)(=O)c2ccc3c(c2)CCC(=O)N3)cc1,3,0,0,-0.1,0.0,-3,8,4,3
CN1CCC(N(C)C(=O)c2cc(=O)c3ccccc3o2)CC1,1,0,12,-1.4,-0.1,1,8,3,5
Cc1cc(NS(=O)(=O)c2ccc(NC(=S)NC(=O)c3ccc(Br)cc3)cc2)no1,-1,2,11,-1.8,0.0,-5,2,0,7
Cc1ccc(N(CC(=O)NC2CCCC2)C(=O)CCC(=O)Nc2ccccn2)cc1C,-3,2,4,-3.0,0.0,-6,1,1,-3
Cc1ccc(NC(=S)NCc2ccc3c(c2)cc(C)n3C)c(C)c1,7,5,-3,0.1,0.3,6,1,5,5
O=C(NCCO)N1c2ccccc2Sc2ccccc21,2,-4,1,0.3,0.1,9,1,1,-6
CCC(=O)Nc1ccc(NC(=O)CSc2nnc(-c3ccc(O)cc3)n2CC2CCCO2)cc1 (stereo not drawn),5,0,3,/,0.0,2,3,3,3
CCN(CC)C(=O)CSc1nc2cccnc2n1-c1ccccc1OC,1,1,11,-2.6,0.0,13,5,3,5
O=S(=O)(c1ccc(S(=O)(=O)N2CCC3(CC2)OCCO3)cc1)N1CCCC1,-2,-2,10,0.0,0.1,14,15,4,17
O=C(O)CCCC(=O)N1CCCC1,1,0,20,1.3,0.2,4,-5,0,-7

# Some of the entries so far, tab-delimited:
SMILES	Fam108B inh	PME-1 inh	VLA-4 inh	MEX-5 binding	Efflux pump inh	GLD-1 TGE inh	BCLXL inh	GRK2 inh	MCL1-BIM inh
CC(=O)Nc1nc2c(s1)CCc1ccccc1-2	3	0	-2	-0.1	0.2	-7	-1	3	-3
COC(=O)c1nn(-c2ccc(OC)cc2)c(=O)cc1NN	2	6	-2	2.3	0.1	3	3	0	3
Cc1ccc(N=Nc2c(N)nn(-c3ccccc3)c2N)cc1	4	21	/	0.9	0.0	3	6	5	6
O=C(O)CCCC(=O)N1CCCC1	1	0	20	1.3	0.2	4	-5	0	-7
CN(C)CC(=O)c1c[nH]c2ccccc12	1	-7	-11	3.8	0.1	-1	-3	5	-5
O=S(=O)(c1ccc(S(=O)(=O)N2CCC3(CC2)OCCO3)cc1)N1CCCC1	-2	-2	10	0.0	0.1	14	15	4	17

# Screening results: PubChem, several laboratories

# Some of the compounds tested; count on the stated rates, not on these rows.
